Assay outcomes from PubChem BioAssay.
ABCG2 inh: ABCG2 efflux pump inhibitors, primary screen, multiplex with ABCB1, IgMXP3 cells, flow cytometry | hit rate 0.1% among 190,000 | AID 1325, 2008 | JC-1 efflux | inhibition, % at 6.6 µM;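 active means inhibition above 80%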;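 further: 0% = DMSO and 100% = nicardipine control wells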
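Test system: IgMXP3 (ABCG2) plus far-red-tagged CCRF-Adr (ABCB1) cells / Amount: 3 million cells/mL in well / Reagent: JC-1 transporter substrate / Timing: 10 min compound exposure, 25 °C / Signal: flow cytometry, 530 nm JC-1 signal / Read-out: percent efflux inhibition, scaled nicardipine 100% to DMSO 0% / Benchmarks: nicardipine as high control, DMSO as low control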
Pf gametocyte: late stage P. falciparum gametocyte viability inhibitors, primary screen, ATP luminescence, HTS; P. falciparum stage V gametocytes, 24 h; inhibition, % at 10.9 µM; hit rate 0.065% among 150,000; AID 743093, 2013;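 active means inhibition above the mean plus 3 SD of compounds within the control limits, set per campaign, cut at about 38% in these data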;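 further: 0% = DMSO wells and 100% = medium only without gametocytes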
Rac1 mut GTP: GTP binding modulators of activated mutant Rac1, primary screen, biochemical, bead-based flow cytometry, multiplex, fluorescent GTP. Ras-related C3 botulinum toxin substrate 1 (Homo sapiens), P63000. GST-Rac1 activated beads; actives lie on both sides; 100% means binding = to untreated wells. percent activity (GTP binding), % at 10 µM. hit rate 0.11% among 190,000. AID 764, 2007;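 active means GTP binding at least 20 percentage points away from the 100% baseline, in either direction, so actives lie on both sides; inconclusive means Compound likely fluorescent itself, or too few beads counted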
Rab2 wt GTP: modulators of GTP binding to Rab2A wildtype, primary screen, biochemical, dog, bead-based flow cytometry, multiplex; Ras-related protein Rab-2A (Canis lupus familiaris), P61105; hit rate 0.19% among 190,000; AID 760, 2007; GTP binding activity, % at 10 µM; GST-Rab2 wt beads, Bodipy-GTP binding;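 active means GTP binding activity at least 20 points away from 100%, either lowered or raised; inconclusive means signal likely due to the compound's own green fluorescence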;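 further: 0% = beads with excess unlabeled GTP and 100% = no-compound control corrected for plate trend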
GSH fluor: compound fluorescence on glutathione beads, profiling panel, artefact control, biophysical, 488/530 nm, flow cytometry | GSH beads flow cytometry, compound fluorescence 488/530 nm; stronger effect = higher value | fluorescence (KMESF) at 10 µM | hit rate 0.25% among 190,000; in the data active means fluorescence above about 89;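 further: glutathione beads carrying GST-tagged Bcl family fusion proteins plus one bare bead set; values are compound well signal with DMSO vehicle wells as background; inactives centre near 16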
HRas wt GTP: modulators of GTP binding to HRas wildtype, primary screen, biochemical, bead-based flow cytometry, multiplex | GTPase HRas (Homo sapiens), P01112 | GST-Ras wt beads, Bodipy-FL-GTP binding; actives lie on both sides | GTP binding activity, % at 10 µM | hit rate 0.14% among 190,000 | AID 759, 2007;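 active means GTP binding activity at least 20% away from the 100% baseline, either lowered as inhibitor or raised as activator; inconclusive means flagged as likely green fluorescent, judged across all proteins in the well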;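 further: 0% = unlabeled GTP competition control and 100% = no-compound control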
Cdc42 wt GTP: modulators of GTP binding to wildtype Cdc42, primary screen, biochemical, multiplex bead flow cytometry, Bodipy-GTP; GST-Cdc42 beads; actives lie on both sides; AID 761, 2007; hit rate 0.2% among 190,000; percent activity (GTP binding), % at 10 µM;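 active means percent activity GTP binding at least 20 points away from the 100% baseline, either down as inhibitor or up as activator; inconclusive means compound flagged as likely green fluorescent from well-wide comparison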;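 further: median bead fluorescence of bound Bodipy-FL-GTP at 100 nM; 0% = excess unlabeled GTP control and 100% = no compound control; below 100% means less GTP binding so inhibitor and above means activator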
Avidin fluor: green autofluorescence of compounds with avidin beads – biophysical, 488/530 nm, flow cytometry, artefact control, profiling panel | compound fluorescence 488/530 nm; stronger effect = higher value | fluorescence (KMESF) at 10 µM | hit rate 0.38% among 220,000 | AID 1775, 2009; in the data active means fluorescence above about 47; further: inactives centre near 10
ABCB1 inh: ABCB1 efflux pump inhibitors, primary screen, cell-based, multiplex, flow cytometry, ABCG2 counter-screen; CCRF-Adr cells, JC-1 efflux; inhibition, % at 6.6 µM; hit rate 0.067% among 190,000; AID 1326, 2008; in the data active means inhibition above about 40%;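 further: 0% = vehicle and 100% = reference inhibitor; higher value means more JC-1 retained so stronger ABCB1 efflux block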
Target sequence (P08183 whole entry, looked up): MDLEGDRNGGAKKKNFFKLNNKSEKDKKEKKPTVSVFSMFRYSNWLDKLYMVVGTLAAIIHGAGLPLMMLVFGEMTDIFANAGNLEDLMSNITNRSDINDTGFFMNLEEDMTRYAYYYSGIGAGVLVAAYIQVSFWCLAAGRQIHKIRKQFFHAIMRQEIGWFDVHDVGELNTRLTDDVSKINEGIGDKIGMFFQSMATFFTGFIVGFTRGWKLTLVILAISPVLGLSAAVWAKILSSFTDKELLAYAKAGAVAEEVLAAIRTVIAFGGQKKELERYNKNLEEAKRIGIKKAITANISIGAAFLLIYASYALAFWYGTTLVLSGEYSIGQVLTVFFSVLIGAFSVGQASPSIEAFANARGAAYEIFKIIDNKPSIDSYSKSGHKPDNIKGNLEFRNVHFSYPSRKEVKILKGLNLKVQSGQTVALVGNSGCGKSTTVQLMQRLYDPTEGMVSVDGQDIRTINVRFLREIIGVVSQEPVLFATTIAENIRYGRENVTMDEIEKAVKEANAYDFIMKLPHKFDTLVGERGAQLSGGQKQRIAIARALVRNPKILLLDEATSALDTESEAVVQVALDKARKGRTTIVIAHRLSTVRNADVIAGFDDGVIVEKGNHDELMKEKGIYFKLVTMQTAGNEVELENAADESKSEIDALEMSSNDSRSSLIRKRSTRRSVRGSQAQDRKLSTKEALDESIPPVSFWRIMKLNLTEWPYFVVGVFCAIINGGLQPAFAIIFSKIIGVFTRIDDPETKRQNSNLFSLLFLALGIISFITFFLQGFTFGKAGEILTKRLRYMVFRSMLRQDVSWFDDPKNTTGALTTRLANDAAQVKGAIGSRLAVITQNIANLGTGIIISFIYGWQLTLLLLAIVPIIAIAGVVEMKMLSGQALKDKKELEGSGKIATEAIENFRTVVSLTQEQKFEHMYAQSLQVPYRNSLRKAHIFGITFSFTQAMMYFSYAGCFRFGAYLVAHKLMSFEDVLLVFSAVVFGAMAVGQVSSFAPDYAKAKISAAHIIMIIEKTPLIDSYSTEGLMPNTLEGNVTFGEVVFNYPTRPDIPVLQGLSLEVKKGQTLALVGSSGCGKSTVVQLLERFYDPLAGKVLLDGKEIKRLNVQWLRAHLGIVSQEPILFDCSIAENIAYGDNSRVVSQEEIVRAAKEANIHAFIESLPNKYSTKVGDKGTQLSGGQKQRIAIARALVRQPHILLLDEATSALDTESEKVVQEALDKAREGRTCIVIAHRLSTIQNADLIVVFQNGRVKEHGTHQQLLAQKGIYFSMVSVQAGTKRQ
Rac1 wt GTP bind: wildtype Rac1 GTP binding modulators, primary screen, biochemical, GST-Rac1 beads, flow cytometry, multiplex | AID 757, 2007 | GTP binding activity (% of control), % at 10 µM | hit rate 0.27% among 190,000 | Ras-related C3 botulinum toxin substrate 1 (Homo sapiens), P63000 | fluorescent GTP binding; actives lie on both sides; 0 = cold GTP competed, 100 = untreated;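 active means GTP binding activity at least 20 points away from the 100% control level, either lower or higher; inconclusive means compound flagged as likely green fluorescent, judged across all proteins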
Rab7 wt modul: modulators of GTP binding to Rab7, primary screen, biochemical, wildtype, multiplex bead flow cytometry; Rab7 GTPase wild type (dog), Bodipy-FL-GTP binding; GST-Rab7 beads, fluorescent GTP binding; actives lie on both sides; untreated = 100%, excess cold GTP = 0%; GTP binding activity (percent of control), % at 10 µM; hit rate 0.055% among 190,000;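 active means fluorescent GTP binding to Rab7 beads changed by at least 20 points from the 100% baseline, either direction, mostly lower; inconclusive means compound itself probably fluorescent, or too few beads counted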;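 further: median green fluorescence of bound Bodipy-FL-GTP per Rab7 bead population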
Active calls of the source: *. Rows were taken by chance. Share with any hit: about 1.1%.

How did CCc1nnc(NC(=O)CSc2nnc(-c3ccc(O)cc3)n2C)s1 do in these assays?
ABCG2 inh: -2.4; Rac1 mut GTP: 94.0; Rab2 wt GTP: 98.0; GSH fluor: 19; HRas wt GTP: 95.0; Cdc42 wt GTP: 96.0; Avidin fluor: 9; ABCB1 inh: -1.2; Rac1 wt GTP bind: 93.0; Rab7 wt modul: 105.0

What do the screens show for `NC(=O)NCCN1CCN(c2ncc(C(F)(F)F)cc2Cl)CC1`?
ABCG2 inh: 10.9; Pf gametocyte: -10.8; Rac1 mut GTP: 97.0; Rab2 wt GTP: 96.0; GSH fluor: 14; HRas wt GTP: 97.0; Cdc42 wt GTP: 98.0; Avidin fluor: 11; ABCB1 inh: 2.2; Rac1 wt GTP bind: 97.0; Rab7 wt modul: 93.0

How did COC(=O)CC1c2cc(OC)c(OC)cc2CC(=O)c2cc(OC)c(OC)cc21 (stereo not drawn) do in these assays?
ABCG2 inh: 3.4; Rac1 mut GTP: 99.0; Rab2 wt GTP: 97.0; GSH fluor: 6; HRas wt GTP: 99.0; Cdc42 wt GTP: 100.0; Avidin fluor: 3; ABCB1 inh: 1.0; Rac1 wt GTP bind: 106.0; Rab7 wt modul: 104.0

What do the screens show for `CN1CCN(C(=O)CCc2ncc(C(F)(F)F)cc2Cl)CC1`?
ABCG2 inh: 0.2; Pf gametocyte: -1.4; Rac1 mut GTP: 95.0; Rab2 wt GTP: 96.0; GSH fluor: 10; HRas wt GTP: 96.0; Cdc42 wt GTP: 97.0; Avidin fluor: 24; ABCB1 inh: 0.3; Rac1 wt GTP bind: 96.0; Rab7 wt modul: 104.0

How did CN1C(=S)N(c2ccccc2)C(=O)/C1=C/c1cccs1 do in these assays?
ABCG2 inh: -2.7; Pf gametocyte: -4.5; Rac1 mut GTP: 98.0; Rab2 wt GTP: 100.0; GSH fluor: 17; HRas wt GTP: 100.0; Cdc42 wt GTP: 101.0; Avidin fluor: 15; ABCB1 inh: -0.5; Rac1 wt GTP bind: 100.0; Rab7 wt modul: 105.0

What do the screens show for `CC(=O)Nc1ccc(Oc2cc(NC(C)=O)cc([N+](=O)[O-])c2)cc1`?
ABCG2 inh: 12.6; Pf gametocyte: -13.2; Rac1 mut GTP: 96.0; Rab2 wt GTP: 96.0; GSH fluor: 16; HRas wt GTP: 98.0; Cdc42 wt GTP: 100.0; Avidin fluor: 12; ABCB1 inh: 1.6; Rac1 wt GTP bind: 98.0; Rab7 wt modul: 96.0

How did O=C(Cn1cnc2c(nnn2-c2cccc(Cl)c2)c1=O)N1CCCC1 do in these assays?
ABCG2 inh: -0.1; Pf gametocyte: -18.9; Rac1 mut GTP: 98.0; Rab2 wt GTP: 99.0; GSH fluor: 50; HRas wt GTP: 100.0; Cdc42 wt GTP: 99.0; Avidin fluor: 7; ABCB1 inh: -0.1; Rac1 wt GTP bind: 102.0; Rab7 wt modul: 99.0

How did CC(c1cccs1)N(Cc1ccco1)C(=S)Nc1ccccc1Cl (stereo not drawn) do in these assays?
ABCG2 inh: -0.7; Pf gametocyte: 16.1; Rac1 mut GTP: 89.0; Rab2 wt GTP: 95.0; GSH fluor: 19; HRas wt GTP: 96.0; Cdc42 wt GTP: 91.0; Avidin fluor: 9; ABCB1 inh: -0.3; Rac1 wt GTP bind: 95.0; Rab7 wt modul: 101.0

What do the screens show for `CC(=O)c1c(N2CCOCC2)nc(=S)n(-c2ccccc2)c1C`?
ABCG2 inh: 60.7; Rac1 mut GTP: 100.0; Rab2 wt GTP: 101.0; GSH fluor: 33; HRas wt GTP: 101.0; Cdc42 wt GTP: 101.0; Avidin fluor: 14; ABCB1 inh: 0.2; Rac1 wt GTP bind: 105.0; Rab7 wt modul: 101.0

How did Cc1cccc(N(CC(=O)Nc2ccccc2F)S(C)(=O)=O)c1 do in these assays?
ABCG2 inh: 2.0; Pf gametocyte: -15.2; Rac1 mut GTP: 100.0; Rab2 wt GTP: 103.0; GSH fluor: 34; HRas wt GTP: 103.0; Cdc42 wt GTP: 106.0; Avidin fluor: 12; ABCB1 inh: -0.1; Rac1 wt GTP bind: 107.0; Rab7 wt modul: 104.0

What do the screens show for `NC(=O)C1(N2CCCCC2)CCN(CC(=O)Nc2ccc(Oc3ccccc3)cc2)CC1`?
ABCG2 inh: 2.2; Pf gametocyte: -30.2; Rac1 mut GTP: 99.0; Rab2 wt GTP: 98.0; GSH fluor: 31; HRas wt GTP: 99.0; Cdc42 wt GTP: 101.0; Avidin fluor: 16; ABCB1 inh: 0.7; Rac1 wt GTP bind: 102.0; Rab7 wt modul: 95.0

What do the screens show for `CS(=O)(=O)N1CCN(c2ccccc2NC(=O)c2ccco2)CC1`?
ABCG2 inh: 2.8; Pf gametocyte: -27.6; Rac1 mut GTP: inconclusive; Rab2 wt GTP: inconclusive; GSH fluor: 11; HRas wt GTP: inconclusive; Cdc42 wt GTP: inconclusive; Avidin fluor: 39; ABCB1 inh: 0.6; Rac1 wt GTP bind: inconclusive; Rab7 wt modul: inconclusive

Results for CS(=O)(=O)N1CCCC(C(=O)Nc2ccc3c(c2)OCCO3)C1 (stereo not drawn) ?
ABCG2 inh: 0.2; Pf gametocyte: -11.3; Rac1 mut GTP: 98.0; Rab2 wt GTP: 101.0; GSH fluor: 10; HRas wt GTP: 103.0; Cdc42 wt GTP: 104.0; Avidin fluor: 9; ABCB1 inh: 0.1; Rac1 wt GTP bind: 104.0; Rab7 wt modul: 105.0

What do the screens show for `COc1ccc(/C=C/S(=O)(=O)NCc2ccccc2)cc1OC`?
ABCG2 inh: 6.4; Rac1 mut GTP: 95.0; Rab2 wt GTP: 95.0; GSH fluor: 12; HRas wt GTP: 95.0; Cdc42 wt GTP: 96.0; Avidin fluor: 19; ABCB1 inh: 1.6; Rac1 wt GTP bind: 96.0; Rab7 wt modul: 92.0

Results for O=C(NCC1CCCO1)C1CCCN(S(=O)(=O)c2cccc3nsnc23)C1 (stereo not drawn) ?
ABCG2 inh: 2.4; Rac1 mut GTP: 95.0; Rab2 wt GTP: 94.0; GSH fluor: 29; HRas wt GTP: 94.0; Cdc42 wt GTP: 95.0; Avidin fluor: 15; ABCB1 inh: 0.7; Rac1 wt GTP bind: 96.0; Rab7 wt modul: 95.0

How did CC(C)(C)c1cc(CCC(=O)N2CCNCC2)c(C(C)(C)C)cc1O do in these assays?
ABCG2 inh: 0.9; Rac1 mut GTP: 99.0; Rab2 wt GTP: 100.0; GSH fluor: 11; HRas wt GTP: 101.0; Cdc42 wt GTP: 102.0; Avidin fluor: 15; ABCB1 inh: 0.6; Rac1 wt GTP bind: 110.0; Rab7 wt modul: 100.0

Results for CC(/C=N/NC(=O)c1ccncc1)=C\c1ccc(C(C)C)cc1 ?
ABCG2 inh: 0.7; Rac1 mut GTP: 94.0; Rab2 wt GTP: 95.0; GSH fluor: 11; HRas wt GTP: 95.0; Cdc42 wt GTP: 95.0; Avidin fluor: 41; ABCB1 inh: 0.0; Rac1 wt GTP bind: 94.0; Rab7 wt modul: 94.0

What do the screens show for `COc1cc(/C=c2\sc3nc(-c4ccncc4)nn3c2=O)ccc1OC(C)=O`?
ABCG2 inh: 36.2; Rac1 mut GTP: 96.0; Rab2 wt GTP: 100.0; GSH fluor: 19; HRas wt GTP: 96.0; Cdc42 wt GTP: 98.0; Avidin fluor: 14; ABCB1 inh: -0.6; Rac1 wt GTP bind: 102.0; Rab7 wt modul: 100.0

How did O=C1Nc2ccccc2C(O)(C(=O)N2CCCCC2)N1c1ccccc1 (stereo not drawn) do in these assays?
ABCG2 inh: -1.1; Pf gametocyte: 7.0; Rac1 mut GTP: 100.0; Rab2 wt GTP: 103.0; GSH fluor: 28; HRas wt GTP: 104.0; Cdc42 wt GTP: 102.0; Avidin fluor: 14; ABCB1 inh: -0.4; Rac1 wt GTP bind: 104.0; Rab7 wt modul: 105.0

Results for Cc1ccc(CN2CCN(/N=C\c3cccc([N+](=O)[O-])c3)CC2)cc1 ?
ABCG2 inh: 2.7; Rac1 mut GTP: 97.0; Rab2 wt GTP: 99.0; GSH fluor: 21; HRas wt GTP: 97.0; Cdc42 wt GTP: 97.0; Avidin fluor: 9; ABCB1 inh: 0.8; Rac1 wt GTP bind: 100.0; Rab7 wt modul: 104.0

Results for Cc1ccnc(NC(=O)Cn2ccc([N+](=O)[O-])n2)c1 ?
ABCG2 inh: -5.3; Pf gametocyte: 0.4; Rac1 mut GTP: 100.0; Rab2 wt GTP: 99.0; GSH fluor: 12; HRas wt GTP: 101.0; Cdc42 wt GTP: 100.0; Avidin fluor: 12; ABCB1 inh: -0.4; Rac1 wt GTP bind: 107.0; Rab7 wt modul: 102.0

How did Cc1sc2ncnc(NCCN3CCOCC3)c2c1C do in these assays?
ABCG2 inh: 11.3; Pf gametocyte: 23.2; Rac1 mut GTP: 100.0; Rab2 wt GTP: 102.0; GSH fluor: 10; HRas wt GTP: 100.0; Cdc42 wt GTP: 105.0; Avidin fluor: 34; ABCB1 inh: 1.0; Rac1 wt GTP bind: 108.0; Rab7 wt modul: 101.0

How did O=C1C=C(NCc2ccccc2)C2(CCCCC2)O1 do in these assays?
ABCG2 inh: 10.2; Pf gametocyte: -20.9; Rac1 mut GTP: 102.0; Rab2 wt GTP: 98.0; GSH fluor: 25; HRas wt GTP: 103.0; Cdc42 wt GTP: 105.0; Avidin fluor: 35; ABCB1 inh: 0.5; Rac1 wt GTP bind: 111.0; Rab7 wt modul: 98.0
